Compound activity: PubChem, National Center for Advancing Translational Sciences (NCATS)
ELG1 genotoxic – genotoxicity induction in ELG1-luciferase HEK293T cells; Potency, µM (series often up to 46 µM), for the others: at the top dose activity change, positive = activation, most hits filed as activators; AID 504466; HEK293T ELG1-luciferase reporter, luminescence, 16 h; 330,000 compounds, 1.3% hits; further: potency means the concentration at half of the fitted maximal effect; % of control where 0% means no effect; nearly all actives have a fitted effect of over 60% in size
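16 hr compound incubation (37 °C, 5% CO2) of HEK293T cells carrying luciferase-tagged ELG1; luciferase then measured by ONE-Glo luminescence after 30 min at RT.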
B2AR arrestin – recruits beta-arrestin to the human beta2-adrenergic receptor. beta-arrestin recruitment to beta2AR, cell-based reporter. P07550. 330,000 compounds, 0.02% hits. Potency, µM (doses to about 46.1 µM), for inactives: at the highest dose activation, usual class: activators;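 further: potency means the concentration at half of the fitted maximal effect; 0% = DMSO controls and full agonism = EC100 isoproterenol or metaproterenol; nearly all actives have a fitted effect of over 65% in size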
PTAP TSG101 blk – blocks PTAP/TSG101 interaction to inhibit HIV-1 budding; Fluorescence polarization, FITC-PTAP peptide / Tsg101 binding; Potency, µM (top dose mostly 115 µM), without a hit: at the top dose activity change, negative = inhibition, usual class: inhibitors; AID 493005; Q99816; 340,000 tested, under 10 active; active means well fitted inhibition curve with a large enough effect in the main read-out, with a control signal flat, not every such curve was filed as active; inconclusive means small, poorly fitted or top-dose-only effect, or effect the other way, or a change in a side signal; inactive means no such curve, though single readings can be large or run the other way; further: potency means the concentration at half of the fitted maximal effect; % of control where 0% means no effect
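Fluorescence polarization binding of Tsg101 binding domain (10 uM final) to FITC-labeled PTAP peptide (50 nM final) in HEPES pH 7.5 buffer with NaCl, Tween 20, EDTA, TCEP. Compounds added before peptide; binding 20 min at RT.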
uPA generation – inhibitors of cell surface uPA generation | AID 540303 | cell surface uPA generation assay, qHTS | Potency, µM (series often up to 38.3 µM), for the others: top-dose activity change, negative = inhibition, most hits filed as inhibitors | 330,000 compounds, 0.31% hits; active means well fitted inhibition curve with a large enough effect; inconclusive means small, poorly fitted or top-dose-only effect; inactive means no such curve, though single readings can be large or run the other way; tested in mouse RAW 264.7 cells; further: potency means the concentration at half of the fitted maximal effect; on the % scale 0 is the no-effect control and ±100 the full control effect; nearly all actives have a fitted effect of over 55% in size
ASM inhibitor – inhibitors of human secretory acid sphingomyelinase; placental ASM, HMU-PC fluorogenic substrate, 60 min; Potency, µM (titrated, usually from 57.5 µM), without a hit: top-dose activity change, negative = inhibition, usual class: inhibitors; 340,000 compounds, 0.006% hits; further: potency means the concentration at half of the fitted maximal effect
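Fluorescence read-out (Ex 386 nm, Em 447 nm) after stopping the reaction at pH 10. Enzyme: ASM from human placenta; substrate HMU-PC0, 9 uM final; 60 min, 37 °C. Compound preincubation 10 min, ambient temperature.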
Eya2 inh – blocks the phosphatase activity of human Eya2 | recombinant Eya2, OMFP fluorescence dephosphorylation (OMFP is methylfluorescein phosphate) | O00167 | 330,000 compounds, 0.006% hits | Potency, µM (doses to about 76.9 µM), inactives show top-dose activity, negative = inhibition, most hits filed as inhibitors | AID 488837; further: potency means the concentration at half of the fitted maximal effect; on the % scale 0 is the no-effect control and ±100 the full control effect
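Eya2 (0.2 uM) preincubated 10 min at ambient with compound, then OMFP substrate added at 50 uM; 10 min reaction in 50 mM HEPES pH 7.5, 50 mM NaCl, 5 uM MgCl2, 0.05% BSA, 1 mM DTT. Fluorescence read at Ex 485/Em 525 nm.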
p53 reactivation – re-activators of mutant p53. AID 504706. H1299 p53-A138V BP100-luciferase reporter, luminescence, 24 h. 320,000 compounds, 0.063% hits. Potency, µM (top dose mostly 92.2 µM), for the others: top-dose activity change, positive = activation, most hits filed as activators; further: potency means the concentration at half of the fitted maximal effect; % of control where 0% means no effect; nearly all actives have a fitted effect of over 45% in size
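p53-null H1299 cells stably carrying temperature-sensitive p53-A138V and a BP100-luciferase reporter were pinned with compounds (4-point, 1:5 series) and held 24 hrs at 37 deg C. Luminescence was read 10 min after detection reagent.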
TRPV1 agonist – human TRPV1 agonism; activation, % at 8.33 µM; TRPV1-expressing cells, Fluo-8 calcium influx, agonist mode; Q8NER1; 320,000 compounds, 0.19% hits; in the data active means activation above about 80%; inconclusive means between about 30% and that limit; further: 0% is about no effect
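TRPV1-expressing cells were cultured overnight at 35.5C and loaded with Fluo-8 calcium dye for 40 to 90 min at room temperature. After a 10 s baseline, compound was added and calcium influx was read kinetically for 3 min (ex 480/em 520 nm).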
BRCA1 expr up – increases BRCA1 expression; MCF7-BRCA1-FFLuc reporter, luminescence, 48 h; response scale: scaled: vehicle 0%, 10 µM genistein 100%; Potency, µM (top dose mostly 46.1 µM), for inactives: at the top dose activation, usual class: activators; 380,000 compounds, 1.1% hits; AID 624202; further: potency means the concentration at half of the fitted maximal effect; nearly all actives have a fitted effect of over 80% in size; some results filed as inactive show a strong effect at the top dose
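Luminescence from a BRCA1-driven firefly luciferase in MCF7 cells was the read-out, taken 15 min after substrate addition following 48 h compound exposure at 37 °C. Data were normalized to a 10 microM genistein control and DMSO vehicle.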
a7 integrin act – activators of alpha7 integrin expression for muscular dystrophy. alpha7betagal myoblasts, beta-gal FDG fluorescence, 48 h. Potency, µM (top dose mostly 38.3 µM), without a hit: at the highest dose activation, hits mostly activators. 350,000 compounds, 0.064% hits. AID 624291;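 further: potency means the concentration at half of the fitted maximal effect; 100% = response of the positive control SU9516; nearly all actives have a fitted effect of over 60% in size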
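Alpha7betagal+/- myoblasts (passage 13) were plated 16-24 hr, then exposed to compounds (1:260 dilution of DMSO stock) for 48 hours at 37C. After MPER lysis, β-galactosidase reporter activity was read as FDG fluorescence (ex 480/em 540) after 30 minutes.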
USP2a block – inhibitors of human ubiquitin-specific protease USP2a | Potency, µM (doses to about 38.3 µM), without a hit: top-dose activity change, negative = inhibition, usual class: inhibitors | O75604 | AID 463254 | 330,000 compounds, 0.01% hits | USP2 core, Ub-CHOP2 coupled fluorogenic reporter, 485/531;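 further: potency means the concentration at half of the fitted maximal effect; plate controls were DMSO wells for no effect and full inhibition by NEM control for full effect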
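Cell-free coupled assay: 10nM USP2 core preincubated 30min RT with compound in Tris-HCl pH 8.0/CaCl2/CHAPS buffer, then 25nM Ub-CHOP2 and 25nM reporter substrate; fluorescence (Ex 485/Em 531) read after 60min RT, normalized to NEM inhibition, concentration-response curves fitted.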
Active calls of the source: *; ? = inconclusive; nt = no result given; & = joins results of further samples; [ ] = remark or other dose. Unless noted, the call rests on the fitted dose curve; in most records, active means well fitted curve in the direction sought with a large enough effect; inconclusive means small, poorly fitted or top-dose-only effect, or another doubt; inactive means no such curve, though single readings can be large; an effect the other way counts as inactive or inconclusive.

SMILES	ELG1 genotoxic	B2AR arrestin	PTAP TSG101 blk	uPA generation	ASM inhibitor	Eya2 inh	p53 reactivation	TRPV1 agonist	BRCA1 expr up	a7 integrin act	USP2a block
O=C(NCN1CCc2ccccc2C1)c1cnccn1	0%	-0.2%	-4%	4%	7%	2%	-1%	-3	-1%	-26%	-1%
N#Cc1cc2ccccc2nc1SCc1ccccn1	7.3µM*	-1.0%	-10%	nt	-3%	7%	27%	4	-52%	-5%[7.66 µM]	0%
CCOCCCN1CC(C(=O)NCCc2ccccc2)CC1=O (stereo not drawn)	-5%	-0.5%	0%	13%	4%	-15%	-7%	4	2%	11%	0%
CCOC(=O)C1CCN(C(=O)c2cc3cc(Cl)ccc3[nH]2)CC1	0%	-0.2%	-7%	-1%	0%	-9%	3%	-2	0%	?	-1%
CCN(C[C@H]1N[C@@](CC)(C(=O)OC)[C@H]2C(=O)N(C)C(=O)[C@@H]12)S(=O)(=O)c1ccc(C(C)(C)C)cc1	-2%	0.4%	-4%	4%	4%	8%	-3%	nt	5%	21%	0%
O=C1CCN(C(=O)Nc2ccccc2)N1	2%	0.5%	-9%	nt	-1%	-16%	5%	0	0%	-1%	0%
COc1ccccc1NOC(=O)CCOc1ccccc1	nt	nt	-1%	4%	-4%	nt	nt	nt	62%	3%	nt
CCN1C(=O)NC(c2ccc(Cl)cc2)C2=C1CCCC2=O (stereo not drawn)	-1%	-0.6%	-5%	3%	25%	13%	-2%	0	-16%	-15%	3%
O=C(c1cccc(C(F)(F)F)c1)N1CCOC12CCN(c1ncc(C(F)(F)F)cc1Cl)CC2	nt	nt	-14%	-9%	-4%	nt	nt	3	-53%	-34%	nt
O=C(NCCOc1cccc2cccnc12)c1cccs1	0%	-0.7%	0%	5%	-4%	10%	-4%	7	33%	7%	1%
c1ccc(OCCOCCN2CCOCC2)cc1	-2%	0.3%	-2%	3%	0%	-1%	2%	-1	-1%	-12%	1%
O=c1[nH]c2cc3c(cc2cc1C(c1nnnn1CC1CCCO1)N1CCCCCC1)OCO3 (stereo not drawn)	-3%	-0.1%	nt	nt	nt	-7%	-8%	0	nt	nt	3%
CCc1ccc(NC(=O)C2C3CCC(O3)C2C(=O)O)cc1 (stereo not drawn)	?	-0.1%	0%	?	3%	-5%	?	7	62%	-19%	-2%
CS(=O)(=O)c1ccc(S(=O)(=O)N2CCC(CO)(CCCc3ccccc3)CC2)cc1	-5%	-0.1%	1%	7%	-5%	-8%	nt	10	-8%	-28%	3%
O=C(NCc1ccc(F)cc1)C1CCCN(S(=O)(=O)c2ccc(Br)s2)C1 (stereo not drawn)	-11%	0.2%	-3%	1%	-2%	1%	0%	?	-28%	14%	-2%
Cc1ccc(NC(=O)NCc2ccc3c(c2)OCO3)c(C)c1	0%	0.1%	0%	5%	-2%	-4%	-2%	3	32%	1%	-1%
COc1ccc2c(c1)CCCC2NS(=O)(=O)OCC(Cl)(Cl)Cl (stereo not drawn)	-2%	0.4%	-2%	2%	-4%	5%	25%	3	-2%	23%	4%
COc1ccc(CCNC(=O)C(=O)NCCOc2ccccc2Cl)cc1OC	-1%	-0.5%	0%	-3%	1%	0%	-5%	9	-24%	5%	1%
O=C(COc1ccc(S(=O)(=O)N2CCCC2)cc1Cl)NCc1ccco1	-3%	0.0%	-3%	-11%	0%	9%	-6%	2	6%	-17%	3%
COc1ccccc1-c1sc2cc3c(cc2c1-c1ccc(OCCN2CCCCC2)cc1)OCO3	-3%	0.4%	-2%	-17%	17%	12%	-15%	nt	-50%	-44%	0%
COc1cccc(-c2csc(N3CCN(CC(=O)Nc4ccc5c(c4)OCO5)CC3)n2)c1	-6%	-0.3%	-1%	nt	-8%	-7%	-7%	2	-19%	-34%	-2%
CCN(CC)S(=O)(=O)c1ccc2c(c1)nc(SCC(=O)N1CCOCC1)n2-c1ccccc1OC	-1%	-0.4%	-4%	1%	-1%	-18%	-4%	?	-26%	-2%	1%
CCN(CC)c1ccc(NC(=O)c2ccccc2OCC(=O)OC)cc1	-1%	-0.1%	-11%	-27%	-1%	-5%	-4%	-5	40%	-12%	-4%
CCOC(=O)c1c(C)n(C)c2ccc(O)c(CN3CCC(C)CC3)c12	-6%	-0.7%	-2%	-10%	-4%	-2%	-16%	4	-67%	-55%[inhibitor]	1%
CCN(CC)C(=O)CSc1nc(N)c(C#N)c(-c2cccs2)c1C#N	6%	0.1%	3%	nt	35%	3%	-7%	7	-28%	-9%	2%
COc1ccc(-c2ccc3c(c2)S(=O)(=O)c2cccc(C(=O)N4CCN(C5CCCCC5)CC4)c2C3=O)cc1OC	-3%	0.3%	0%	3.2µM*	27%	2%	-9%	nt	-15%	-12%	-9%
O=C(CSc1ccc(Cl)cc1)NC(=O)c1ccccc1	0%	-0.1%	-8%	-29%	-3%	-1%	4%	?	19%	?	1%
O=C(CCC(=O)NNC(=O)Nc1ccc(Cl)cc1)NCc1ccccc1	0%	0.1%	-2%	nt	3%	-6%	-9%	2	-6%	2%	-1%
CCNc1nc(NC(C)CC)nc(Oc2ccc(OCC)nn2)n1 (stereo not drawn)	?	-0.6%	-2%	-21%	0%	10%	-3%	-3	-46%&-47%	-16%	1%
O=[N+]([O-])c1ccc2nc(SCc3cn4cc(Cl)ccc4n3)[nH]c2c1	6%	0.1%	-2%	8%	-3%	-1%	-3%	-4	2%	-18%	-18%
Cc1ccc(C2(C)NC(=O)N(CC(=O)N3CCN(S(=O)(=O)c4ccccc4[N+](=O)[O-])CC3)C2=O)cc1 (stereo not drawn)	nt	nt	-5%	-17%	-4%	nt	nt	nt	-24%	11%	nt
Cc1cccn2cc(-c3ccc(S(=O)(=O)N4CCCCC4)cc3)nc12	-4%	-0.1%	-4%	-1%	-1%	15%	1%	4	2%	11%	0%
O=C(c1ccc(Br)s1)N1CCN(C/C=C/c2ccccc2)CC1	1%	3.5%	-11%	nt	0%	-6%	5%	?	-21%	-14%	-3%
O=C(NCC1CCCO1)c1cc2c([nH]c3ccccc32)c(-c2cccc(Br)c2)n1 (stereo not drawn)	-17%	-0.6%	-4%	?	58%[activator]	-1%	nt	?	-75%	-18%	2%
Cc1ccc(-c2csc(N3CCN(S(=O)(=O)c4ccc5c(c4)NC(=O)CO5)CC3)n2)cc1	-4%	-0.2%	1%	5%	-21%	2%	9%	16	5%	30%	3%
C=CCn1c(-c2cc3cccc(OC)c3o2)n[nH]c1=S	0%	3.3%	-8%	8%	1%	-10%	2%	-2	-6%	20%	-1%
CN1CCN(C(c2ccccc2)c2nnnn2Cc2ccccc2)CC1 (stereo not drawn)	6%	4.1%	-6%	-2%	-2%	1%	-15%	0	0%	6%	-1%
COc1ccccc1C(=O)NNC(=O)CCN1C(=O)/C(=C\c2ccccc2)SC1=S	6%	-0.3%	2%	nt	-3%	-3%	-1%	0	0%	?	3%
Cc1ccccc1C(=O)N1CCN(C(c2ccccc2)c2ccccc2)CC1	-11%	-0.8%	0%	6%	3%	-20%	0%	16	-22%	0%	2%

Single records, as listed above.
O=C(CCC(=O)NNC(=O)Nc1ccc(Cl)cc1)NCc1ccccc1 in the list: ELG1 genotoxic: 0%; B2AR arrestin: 0.1%; PTAP TSG101 blk: -2%; uPA generation: nt; ASM inhibitor: 3%; Eya2 inh: -6%; p53 reactivation: -9%; TRPV1 agonist: 2; BRCA1 expr up: -6%; a7 integrin act: 2%; USP2a block: -1%
C=CCn1c(-c2cc3cccc(OC)c3o2)n[nH]c1=S in the list: ELG1 genotoxic: 0%; B2AR arrestin: 3.3%; PTAP TSG101 blk: -8%; uPA generation: 8%; ASM inhibitor: 1%; Eya2 inh: -10%; p53 reactivation: 2%; TRPV1 agonist: -2; BRCA1 expr up: -6%; a7 integrin act: 20%; USP2a block: -1%
O=C(NCC1CCCO1)c1cc2c([nH]c3ccccc32)c(-c2cccc(Br)c2)n1 (stereo not drawn) in the list: ELG1 genotoxic: -17%; B2AR arrestin: -0.6%; PTAP TSG101 blk: -4%; uPA generation: ?; ASM inhibitor: 58%[activator]; Eya2 inh: -1%; p53 reactivation: nt; TRPV1 agonist: ?; BRCA1 expr up: -75%; a7 integrin act: -18%; USP2a block: 2%
